RXFP1 antag: antagonists of human relaxin receptor RXFP1; AID 1259400; 350,000 tested, 0.59% active; HEK293-RXFP1, relaxin-stimulated cAMP HTRF, 30 min; active compounds read low; activity change, negative = inhibition, % at 57.5 µM;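 active = activity change of -60% or lower, but not beyond a set lower limit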; also: % is scaled to controls: 0 for no effect and ±100 for the full control effect
D2 antag: D2 dopamine receptor (human) antagonism; HEK293 TREx D2 cells, calcium flux, dopamine EC80; AID 485344; inhibition, % at 10 µM; 340,000 tested, 2% active; in the data active = inhibition above about 30%; also: 0% is about no effect
Target sequence (P14416 whole entry, looked up): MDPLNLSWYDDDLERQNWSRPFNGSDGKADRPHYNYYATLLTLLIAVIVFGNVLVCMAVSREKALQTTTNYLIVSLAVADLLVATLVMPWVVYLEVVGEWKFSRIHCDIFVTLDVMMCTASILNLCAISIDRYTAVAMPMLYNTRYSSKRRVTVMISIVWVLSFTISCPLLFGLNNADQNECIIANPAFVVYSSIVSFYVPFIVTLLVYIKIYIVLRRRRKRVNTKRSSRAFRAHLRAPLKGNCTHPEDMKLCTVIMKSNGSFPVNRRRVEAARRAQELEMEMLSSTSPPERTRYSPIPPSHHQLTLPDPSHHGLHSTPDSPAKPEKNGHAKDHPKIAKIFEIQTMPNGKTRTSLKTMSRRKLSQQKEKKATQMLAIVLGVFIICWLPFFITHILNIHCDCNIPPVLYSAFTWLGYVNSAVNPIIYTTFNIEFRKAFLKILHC
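Overnight-induced (tetracycline, 30 C) HEK293 T-REx cells carrying force-coupled D2 receive a no-wash calcium dye, then compound, then EC80 dopamine at 180 s; signals are read kinetically throughout.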
TRHR PAM: allosterically enhances the human TRH receptor; P34981; enhancement, % at 2 µM; TRHR cells, fluo-8 calcium fluorescence, EC20 TRH enhancement; 360,000 tested, 0.66% active; in the data active = enhancement above about 30%; also: 0% is about no effect
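TRHR-expressing cells loaded with fluo-8 calcium dye were read kinetically (ex 480/em 530) during compound addition, then stimulated with an EC20 of TRH (10 nM final). Enhancement of the Gq-mediated intracellular calcium response was scored.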
TRHR agonist: TRH receptor (human) agonism; 360,000 tested, 0.18% active; P34981; AID 493084; TRHR cells, calcium flux fluo-8, FDSS agonist mode; activation, % at 2 µM; also: 0% is about no effect
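Fluo-8-loaded TRHR cells; 10 s baseline, compound added, kinetic Ca2+ fluorescence read 1/s, agonist mode.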
D2 ag: activates the human D2 dopamine receptor; activation, % at 2 µM; HEK293 T-REx D2 cells, calcium flux agonist mode; 340,000 tested, 0.53% active;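 active = activation over 3 SD above normal in the single-dose calcium agonist read, cut at about 30% in these data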; also: 0% is about no effect
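Agonism is scored from calcium flux in a force-coupled, inducible HEK293 cell line expressing D2, read kinetically for 180 s after compound addition against dopamine controls.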
D2 PAM: D2 dopamine receptor (human) potentiation; HEK293 T-REx D2, calcium flux, EC20 dopamine potentiation; potentiation, % at 10 µM; 340,000 tested, 0.34% active; AID 485347;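 active = potentiation over 3 SD above the plate norm, cut at about 30% in these data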; also: 0% is about no effect
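Potentiation of an EC20 dopamine calcium response is measured in a force-coupled, tetracycline-inducible Hek293 Trex D2 line. Compound-only kinetic reads over 180 s flag agonists before dopamine addition.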
D1 agonist: agonists of human D1 dopamine receptor | activation, % at 2 µM | HEK293 T-REx D1 cells, calcium flux, agonist mode | P21728 | AID 504660 | 360,000 tested, 1% active; also: 0% is about no effect
Target sequence (P21728 whole entry, looked up): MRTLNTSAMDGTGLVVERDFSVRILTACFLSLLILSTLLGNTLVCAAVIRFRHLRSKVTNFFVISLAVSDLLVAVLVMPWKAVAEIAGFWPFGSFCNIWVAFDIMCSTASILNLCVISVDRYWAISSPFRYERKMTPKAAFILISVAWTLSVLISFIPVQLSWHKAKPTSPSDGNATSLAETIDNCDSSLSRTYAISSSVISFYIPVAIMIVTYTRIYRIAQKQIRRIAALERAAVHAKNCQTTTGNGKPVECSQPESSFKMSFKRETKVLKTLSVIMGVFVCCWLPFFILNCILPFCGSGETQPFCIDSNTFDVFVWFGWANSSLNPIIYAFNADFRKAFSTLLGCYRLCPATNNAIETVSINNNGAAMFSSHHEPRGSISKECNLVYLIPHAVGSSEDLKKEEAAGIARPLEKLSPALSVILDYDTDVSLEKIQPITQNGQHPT
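Inducible HEK293 T-REx D1 cells, force-coupled to calcium signalling, were plated at 4000 cells/well with tetracycline and held overnight at 30 C. After no-wash calcium dye loading, compound-evoked calcium rise over 180 s flagged agonists.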
D1 PAM: potentiators of human D1 dopamine receptor | P21728 | HEK293 TREx D1 cells, calcium flux, dopamine EC20 potentiation | potentiation, % at 10 µM | 360,000 tested, 0.036% active; in the data active = potentiation above about 30%; also: 0% is about no effect
D1 antag: antagonists of human D1 dopamine receptor. P21728. HEK293 TREx D1 cells, calcium flux, dopamine EC80; active compounds read low. activity change, negative = inhibition, % at 10 µM. 360,000 tested, 3.2% active. AID 504652; in the data active = activity change below about -30%; also: % is scaled to controls: 0 for no effect and ±100 for the full control effect
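Antagonism measured as reduced calcium response to an EC80 dopamine addition following 180 s compound pre-read; cells were inducible HEK293 Trex D1 plated overnight at 30 C, read kinetically at 1 cycle/sec.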
* marks the source's active call; other numbers are inactive results; x = not tested or not shown; & = joins results of further samples. Rule as the data show it, unless noted: active = activation above about 30%; inactive = the rest.

Preview (seven entries):
SMILES | RXFP1 antag | D2 antag | TRHR PAM | TRHR agonist | D2 ag | D2 PAM | D1 agonist | D1 PAM | D1 antag
COc1ccccc1CCC(=O)Nc1cccc(S(=O)(=O)N2CCOCC2)c1 | 4 | 0 | -10 | -0.2 | -0.4 | 0 | -1 | -2 | -16
Cc1cc(C)nc(Nc2ccccc2F)n1 | 5 | -20 | -1 | 1.1 | -0.3 | 18 | -2 | 0 | 40
O=C(NCC(=O)N1CCc2ccccc2C1)c1ccc(Cl)cc1Cl | -9 | 3 | -5 | -0.7 | 1.0 | 4 | 2 | 0 | -14
O=C(NCc1ccco1)C1(c2ccc(Cl)cc2)CCCC1 | 20 | -4 | -4 | -0.1 | -0.3 | -12 | 2 | -8 | -8
COc1ccc(NC(=O)CSCC(=O)Oc2c(OC)cccc2OC)cc1 | -8 | 2 | -3 | 0.0 | 0.5 | -2 | 3 | -3 | -7
COc1cc(NS(=O)(=O)c2ccc(NC(=O)COc3ccc(C)cc3C)cc2)nc(OC)n1 | -12 | -12 | -4 | -0.6 | -0.5 | 0 | 0 | 1 | -6
COc1ccccc1-n1c(SCC(=O)Nc2cc(C)on2)nc2c([nH]c3ccccc32)c1=O | -2 | 4 | 4 | -0.5 | -0.3 | 0 | 5 | -2 | -2

All compounds of this part, repeating the preview:
SMILES | RXFP1 antag | D2 antag | TRHR PAM | TRHR agonist | D2 ag | D2 PAM | D1 agonist | D1 PAM | D1 antag
COc1ccccc1CCC(=O)Nc1cccc(S(=O)(=O)N2CCOCC2)c1 | 4 | 0 | -10 | -0.2 | -0.4 | 0 | -1 | -2 | -16
Cc1cc(C)nc(Nc2ccccc2F)n1 | 5 | -20 | -1 | 1.1 | -0.3 | 18 | -2 | 0 | 40
O=C(NCC(=O)N1CCc2ccccc2C1)c1ccc(Cl)cc1Cl | -9 | 3 | -5 | -0.7 | 1.0 | 4 | 2 | 0 | -14
O=C(NCc1ccco1)C1(c2ccc(Cl)cc2)CCCC1 | 20 | -4 | -4 | -0.1 | -0.3 | -12 | 2 | -8 | -8
COc1ccc(NC(=O)CSCC(=O)Oc2c(OC)cccc2OC)cc1 | -8 | 2 | -3 | 0.0 | 0.5 | -2 | 3 | -3 | -7
COc1cc(NS(=O)(=O)c2ccc(NC(=O)COc3ccc(C)cc3C)cc2)nc(OC)n1 | -12 | -12 | -4 | -0.6 | -0.5 | 0 | 0 | 1 | -6
COc1ccccc1-n1c(SCC(=O)Nc2cc(C)on2)nc2c([nH]c3ccccc32)c1=O | -2 | 4 | 4 | -0.5 | -0.3 | 0 | 5 | -2 | -2
Cc1cc(/C=N/Nc2ccc([N+](=O)[O-])cn2)c(C)n1-c1cccc(C(=O)O)c1 | 7 | x | -2 | 2.3 | x | 1 | 4 | -16 | -10
CC(C)(C)c1ccc(C(=O)N2CCCCC2CCN2CCCCC2)cc1 (stereo not drawn) | -10 | x | -1 | 1.2 | -0.6 | -14 | 6 | -1 | -1
CCN(CCNC(=O)C1CC(=O)N(CCc2ccccc2)C1)c1ccccc1 (stereo not drawn) | 1 | 3 | -14 | 0.4 | 0.6 | -12 | 0 | -2 | -3
CCOc1ccc(-c2cc(C)n3nc(C(N)=O)cc3n2)cc1 | 1 | 5 | 0 | -0.2 | 0.2 | 14 | 2 | -1 | 1
Cc1ccc(-c2noc(-c3ccccc3C(=O)NCC3CCCO3)n2)cc1 (stereo not drawn) | -8 | 3 | -14 | -0.9 | 0.3 | 1 | -4 | -5 | 15
Cc1c(N=CN2CCOCC2)c(=O)n(C)c(=O)n1C | 7 | -7 | 9 | -1.9 | -1.2 | 21 | 4 | -3 | -2
COc1cc2c(cc1OC)CN(C(=O)c1cccc(S(=O)(=O)N3CCc4ccccc43)c1)CC2 | -2 | 17 | -4 | -0.9 | 0.5 | -6 | 5 | -4 | -34*
C=CCNC(=S)NNC(=O)c1ccccc1 | -5 | 13 | 39* | 0.2 | 0.0 | -9 | 6 | -3 | 11
CC1CCCN(c2nc(N(C)c3ccccc3)nc(N)c2[N+](=O)[O-])C1 (stereo not drawn) | -26 | x | -2 | -0.6 | x | x | 0 | -2 | 4
CCOC(=O)c1c(S(=O)(=O)N2CCCC(C(=O)Nc3cccc(C)n3)C2)c(C)n(C)c1C (stereo not drawn) | -9&-3 | -1 | -6&5 | 0.1&-0.3 | 0.1&0.0 | -16 | 2&0 | -2&0 | 13&13
CCCCCN(C(=O)CCC(=O)OCCOc1cccc(C)c1)c1c(N)n(CCCC)c(=O)[nH]c1=O | -5 | -5 | -7 | 1.2 | -1.2 | 7 | 5 | -8 | 12
CCc1nnc(NC(=O)CSCc2cc(=O)n3cc(C)sc3n2)s1 | -13 | 16 | 9 | 0.1 | -0.6 | 7 | 5 | -2 | 14
COc1cccc(-c2nc(NCc3ccccc3)c3ccccc3n2)c1O | -16 | 24 | 2 | -0.9 | -0.3 | -2 | 6 | -8 | 5
CC(=O)c1ccc([N+](=O)[O-])c(CS(=O)(=O)c2ccc(Cl)cc2)c1 | -2 | 5 | 3 | -1.6 | -0.5 | 2 | 15 | -2 | 5
C/C(=N/NC(=O)c1ccoc1C)c1ccc(N2CCOCC2)cc1 | -3 | -11 | 6 | 0.1 | -0.8 | -2 | 8 | 3 | -3
Cn1nnnc1SCC(=O)Nc1ccc(Cl)cn1 | 0 | -4 | 2 | 0.1 | 0.7 | -3 | 2 | -2 | -6
O=C(O)c1ccc(Nc2ncnc3scc(-c4ccccc4)c23)cc1 | -5&-4 | -13 | 6&-4 | -0.2&0.7 | -0.9&-0.5 | 3&-6 | 0&1 | -5&-5 | -16&15
CCOC(=O)C1=C(C)Nc2ccccc2N=C1NC(=O)C(c1ccccc1)c1ccccc1 | 8 | -3 | -9 | 0.4 | 0.6 | 0 | 4 | -10 | -5
O=C(Nc1cccc(C(=O)OCc2cc(=O)n3nc(C4CC4)sc3n2)c1)c1cccc(F)c1 | -7 | x | 9 | -0.7 | 1.7 | 16 | -3 | 0 | -2
CN1CCN(C2=NC(=O)/C(=C/c3cn[nH]c3-c3ccccc3)S2)CC1 | 1 | -13 | 22 | -0.2 | -1.5 | -12 | 2 | 3 | 2
Cc1ccccc1S(=O)(=O)Oc1ccccc1C(=O)Oc1ccccc1 | x | 5 | 6 | 0.9 | 0.7 | -5 | 9 | -8 | -31*
Cc1ccc(S(=O)(=O)N2CC=C(c3ccc(F)cc3)CC2)cc1 | x | x | -1 | 0.4 | x | x | 4 | -3 | 18
O=C(O)CC(CC(=O)O)c1ccsc1 | x | 1 | 0 | 0.3 | 0.1 | -8 | -2 | 2 | x
O=c1cc(-c2ccc(O)cc2)oc2ccccc12 | -1 | -28 | 0 | -0.3 | -1.5 | -5 | 0 | -3 | 9
COc1ccccc1C(=O)n1nc(-c2ccccc2)nc1NCc1ccco1 | -9 | -15 | 0 | 1.2 | 1.6 | x | 6 | -2 | -3
COc1ccccc1OCCNC(=O)c1ccc(C)o1 | 7 | -4 | -6 | 0.0 | 0.0 | -2 | 1 | -1 | 1
S=C1NC(c2ccccc2)N2C(=S)NC(c3ccccc3)N12 (stereo not drawn) | -18 | x | 2 | 0.4 | x | x | 0 | 10 | 3
Cc1ccccc1-n1c(=O)cc(NCC2CCCO2)[nH]c1=O (stereo not drawn) | -17 | 0 | 5 | 0.5 | 0.7 | -9 | -2 | 2 | 0
CC(Oc1ccc(Br)cc1)C(=O)NCC(c1cccs1)N1CCOCC1 (stereo not drawn) | 5 | 7 | 0 | -0.7 | -1.0 | 9 | -2 | -6 | 2
O=C(NCc1ccco1)C(c1cccs1)N(C(=O)C1COc2ccccc2O1)c1cccc(O)c1 (stereo not drawn) | -6 | 15 | -4 | -0.8 | 2.9 | -1 | 2 | -8 | -1
O=C(O)c1csc(-c2cccc(Cl)c2)n1 | 6 | -5 | -10 | 0.3 | -0.1 | -5 | 2 | 23 | -3
COc1ccc(CC(=O)Nc2ccc(S(=O)(=O)N(C)C3CCN(C)CC3)cc2)cc1 | -4 | -4 | -3 | 2.3 | 0.3 | -10 | 21 | -2 | 9
CCn1cc(C(=O)NCc2ccccc2OC)c(=O)c2ccc(C)nc21 | 1 | -4 | -1 | 0.2 | -1.2 | 12 | 4 | -2 | -8
CC(C)(C)C(=O)N1N=C(c2cccc(NS(C)(=O)=O)c2)CC1c1cccs1 (stereo not drawn) | -8 | 1 | -10 | 0.4 | 0.3 | 11 | 1 | -7 | 6
COc1ccc(C2CC(C(F)(F)F)n3nc(C(=O)N(C)Cc4cn(C)nc4C)c(Cl)c3N2)cc1 (stereo not drawn) | -18 | -1 | 15 | 2.0 | -0.6 | 34* | 6 | -8 | 15
CN(C(=O)c1ccc2c(c1)SC1=NS(=O)(=O)CCN12)C(c1ccccc1)c1ccccc1 | -8 | 12 | 0 | -1.8 | 4.5 | 4 | -2 | -2 | -3
COc1ccc(OC)c(/C=N/NC(=O)CCN2CCN(C(c3ccccc3)c3ccccc3)CC2)c1 | -20 | -19 | -4 | 1.4 | 2.5 | -11 | 2 | 2 | 0
O=C(CSc1ccc(-c2cccs2)nn1)NCCc1ccccc1 | -6 | 7 | -3 | -1.1 | -5.3 | 8 | 2 | 0 | -16
CCCN(CCC)c1nc2c(C)cccn2c(=O)c1/C=C1/SC(=S)N(Cc2ccco2)C1=O | -31 | -22 | -3 | 12 | 9.4 | -5 | 49* | -2 | 19
Cc1onc(-c2ccccc2)c1-c1nc2cc(Cl)ccc2c(=O)o1 | -7 | 11 | -9 | 0.7 | 0.5 | 3 | 2 | -8 | -8
O=C(NCC(c1ccc2c(c1)OCO2)N1CCN(c2ccc(F)cc2)CC1)c1cccc([N+](=O)[O-])c1 (stereo not drawn) | -8 | x | 6 | 0.3 | -1.2 | 0 | 0 | -5 | -12
O=C(CCC(=O)OCC(F)(F)C(F)F)NCc1ccccc1 | 9 | 18 | -6 | 0.3 | 0.3 | 6 | 1 | 1 | -8
O=C(Oc1ccccc1C(=O)Oc1ccccc1)c1ccco1 | 6 | 6 | -5 | 0.1 | -0.1 | 6 | 5 | -3 | -11
COc1ccc(-n2c(=O)c3c4c(sc3n(Cc3ccc(F)cc3)c2=O)CCCC4)c(OC)c1 | 5 | x | 1 | 0.0 | -0.2 | 9 | 3 | -1 | -7
O=C1c2ccccc2C(=O)c2cc(S(=O)(=O)Nc3ccccc3)ccc21 | -11 | -12 | -2 | -1.6 | 0.0 | 14 | 1 | -1 | -17
CCN(CC)S(=O)(=O)c1cc(C)c(C)cc1OCC(=O)NC1CCCC1 | -5 | -2 | 2 | -0.6 | 0.4 | 4 | 0 | -16 | -34*
CC(C)CNC(=O)COc1ccc2c3c(c(=O)oc2c1)CCC3 | 15 | x | -3 | -0.1 | x | x | 4 | 1 | -1
Cc1ccc(C(=O)N/N=C\c2cccn2C)cn1 | 5 | -2 | 5 | -0.2 | -1.2 | -3 | 3 | 12 | 14

Some of these compounds in order of molecular weight, lowest first.
SMILES | RXFP1 antag | D2 antag | TRHR PAM | TRHR agonist | D2 ag | D2 PAM | D1 agonist | D1 PAM | D1 antag
O=C(Oc1ccccc1C(=O)Oc1ccccc1)c1ccco1 | 6 | 6 | -5 | 0.1 | -0.1 | 6 | 5 | -3 | -11
O=C1c2ccccc2C(=O)c2cc(S(=O)(=O)Nc3ccccc3)ccc21 | -11 | -12 | -2 | -1.6 | 0.0 | 14 | 1 | -1 | -17
CCCN(CCC)c1nc2c(C)cccn2c(=O)c1/C=C1/SC(=S)N(Cc2ccco2)C1=O | -31 | -22 | -3 | 12 | 9.4 | -5 | 49* | -2 | 19
